# Source: PubChem BioAssay
# MRP reversal – reverses drug resistance mediated by MRP. H69AR cells + 2 uM doxorubicin, CellTiter-Glo, 72 h. differential viability (reversal), % at 10 µM. actives 0.04% (n = 85,000). AID 602;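 active = viability drop by adding the cancer drug above about 55%, with treated viability meeting a 40% cutoff, limit read from the data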;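 note: viability without doxorubicin minus viability with 2 µM doxorubicin for each compound; larger differential means the compound sensitizes cells more to doxorubicin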
# Bcl-B TR3 displacers – displacers of TR3 peptide from Bcl-B, primary screen, selectivity assay for Bfl-1 inhibitor project, biochemical, fluorescence polarization; AID 748; one-dose displacement, % at 20 µM; IC50 in µM for titrated hits; actives 0.11% (n = 96,000); FP displacement of FITC-TR3 peptide from Bcl-B; higher % means a stronger effect;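 active = displacement above 50% at 20 µM plus a fluorescence interference ratio under 1.5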;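 note: plate controls were wells without compound for no effect and wells lacking Bcl-B protein for full effect; a part of the inactive calls stands beside numbers as strong as those of hits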
# NFkB transloc inh – blocks IL-1B driven NFkB nuclear translocation in HUVEC cells | HUVEC IL-1B NFkB p65 nuclear translocation imaging | actives 0.43% (n = 94,000) | AID 796 | inhibition, % at 2 µM;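 active = inhibition above about 30% together with a positive call from visual inspection of the well image, limit read from the data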;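 note: nuclear over cytoplasmic p65 intensity ratio measured by imaging; 0% = IL-1B stimulated DMSO wells and 100% = unstimulated DMSO wells; values of inactives mirror those of a sister screen read the other way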
# IL1B NFkB pot – enhances IL-1B driven NFkB nuclear translocation; activation, % at 2 µM; actives 0.3% (n = 94,000); HUVEC IL-1B NFkB p65 nuclear translocation imaging;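 active = activation above 40%, about the mean plus 3 SD, also judged a hit on visual image review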;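 note: percent activation is computed from the nuclear over cytoplasmic p65 intensity ratio; values of inactives mirror those of a sister screen read the other way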
# PLAP inhibition – inhibition of human placental alkaline phosphatase – biochemical, luminescence, HTS (AID 690). purified PLAP, luminescent substrate; higher % means a stronger effect. inhibition, % at 20 µM, or IC50 in µM where a hit was titrated. actives 0.08% (n = 96,000); in the data active = a potency from the dose series; inactive = the rest, 99 in 100 with inhibition below about 30%; note: strong numbers were not always called active
# MRP reversal cytotoxicity – further read-out of MRP reversal, marked with its call; viability, %; H69AR cells, CellTiter-Glo, 72 h; measured here: cytotoxicity without doxorubicin
# MRP reversal with doxorubicin – further read-out of MRP reversal, marked with its call; viability, %; measured here: viability with 2 uM doxorubicin; hits give low values
# NFkB transloc inh cell count 2 µM – second read-out of NFkB transloc inh, no call of its own (marks repeat the call); cell count; measured here: cells passing quality filter;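 raw number of nuclei counted in each imaged well without normalization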
# IL1B NFkB pot cell count 2 µM – recorded beside IL1B NFkB pot, whose call it bears; cell count; measured here: cells passing quality filter
# * marks the source's active call; other numbers are inactive results; . = no result given. A portion of the library. The share of hits here may be higher or lower than overall.
SMILES,MRP reversal,MRP reversal cytotoxicity,MRP reversal with doxorubicin,Bcl-B TR3 displacers,NFkB transloc inh,NFkB transloc inh cell count 2 µM,IL1B NFkB pot,IL1B NFkB pot cell count 2 µM,PLAP inhibition
COC(=O)c1cccc(NC(=O)c2cccs2)c1C,-9,89,97,5%,-4,153,4,153,-16%
CN1Cc2c(N3CCOCC3)nc(SCc3ccccc3)c(C#N)c2CC1(C)C,34,68,34,6%,-15,135,15,135,-20%
CCCNc1ncnc2nc[nH]c12,-2,79,81,-5%,.,.,.,.,-32%
CCOc1cccc(OCCOCCN(C)Cc2ccccc2)c1,-1,90,91,0%,-26,191,26,191,-59%
CCOC(=O)CN1CC23C=CC(O2)C(C(=O)Nc2ccc(OC)cc2OC)C3C1=O (configuration not stated),25,107,81,-1%,-2,61,3,61,-17%
COc1ccc2cc(CCNC(=O)c3c(-c4ccccc4Cl)noc3C)c(=O)[nH]c2c1,15,90,74,-9%,.,.,.,.,-42%
CC(NCc1cccn1C)c1ccccc1 (configuration not stated),.,.,.,2%,3,163,-3,163,-3%
O=C(Nc1nc2c(s1)CCCC2)C1CCCN1C(=O)c1cccs1 (configuration not stated),-2,89,90,1%,-17,191,17,191,5%
N#Cc1ccc(C(c2nnnn2CCc2ccccc2)N2CCCCCC2)cc1 (configuration not stated),6,75,69,-2%,4,176,-4,176,1%
O=S(=O)(c1cccs1)N1CCN(CC(O)COc2cccc(Br)c2)CC1 (configuration not stated),.,.,.,1%,6,186,-6,186,-31%
C/C(NC1CCCCC1)=C(/C#N)C(=O)NCCN1CCOCC1,4,104,101,3%,8,107,-8,107,-41%
CN(C)CCCNC(=O)CCc1nc2ccccc2c(=O)[nH]1,1,101,100,0%,0,146,0,146,0%
Cc1ccc(N(CC(=O)NC2CCCCCC2)S(=O)(=O)c2c(C)nn(C)c2C)cc1,2,82,79,-4%,-19,115,19,115,-41%
O=C(NCc1ccccc1)NC1(C(=O)N2CCN(c3ncccn3)CC2)CCCCC1,-3,93,96,4%,-34,196,34,196,4%
Cc1ccccc1OC(=O)Cn1c(C(F)(F)F)nc2ccccc21,.,.,.,-3%,-8,121,8,121,9%
COc1cccc(/C=N/NC(=O)c2ccc(COc3ccc(Cl)cc3Cl)o2)c1,.,.,.,-5%,-7,149,7,149,11%
C=CCc1c(O)nc(SCC(=O)c2ccccc2)[nH]c1=O,1,106,104,-7%,4,145,-4,145,2%
CC1CCN(C(=O)CN(C2CCCCC2)S(C)(=O)=O)CC1,-14,93,106,1%,-35,176,35,176,12%
O=C(NCc1ccccn1)c1ccc(N2CCCC2=O)cc1,-8,96,104,12%,2,112,-2,112,-17%
CCOC(=O)c1ccc(C(=O)OCC)nc1,5,97,92,-3%,-3,105,3,105,-11%
CSc1nc2c(c(=O)[nH]1)C(c1cccs1)C1=C(CCCC1=O)N2 (configuration not stated),4,101,97,-14%,-18,141,18,141,-3%
CCOC(=O)c1c(NC(=O)C2c3ccccc3Oc3ccccc32)sc(C(=O)N(CC)CC)c1C,.,.,.,0%,2,112,-3,112,-7%
CCOc1ccc(NC(=O)c2ccc(OC)cc2)cc1,16,99,84,0%,6,169,-6,169,-4%
C=CCSc1nnc(NC(=O)CSc2nc(CCC)cc(=O)[nH]2)s1,5,95,90,-6%,-5,94,5,94,-16%
COC(=O)c1ccc(CSc2nncn2C)cc1,25,100,75,-2%,.,.,.,.,9%
NS(=O)(=O)c1ccc(CNC(=O)C2CCCCC2)cc1,0,110,110,0%,10,121,-10,121,0%
c1ccc(-c2onc3cc4c(cc23)OCCO4)cc1,16,86,70,-5%,.,.,.,.,8%
O=C(Nc1ccc(Cl)c(Cl)c1)Oc1ccc(NC(=O)c2ccco2)cc1,.,.,.,1%,-4,161,4,161,-12%
CC1=C(C)[N+](=O)C2CCCCC2N1[O-] (configuration not stated),4,102,97,-8%,-18,182,18,182,11%
COc1ccc(N2CCN(C3CC(=O)N(C)C3=O)CC2)cc1 (configuration not stated),1,95,94,6%,-15,168,15,168,-18%
CCn1ncc(Br)c1C(=O)Nc1ccc(C(=O)OC(C)C)cc1,14,100,87,-11%,2,144,-1,144,9%
O=C(COc1ccc(F)cc1)Nc1nnc(-c2ccncc2)s1,5,90,85,-4%,-3,181,3,181,1%
CC(=O)C1=C(C)NC(=O)NC1c1cc(Br)ccc1OCC(N)=O (configuration not stated),3,102,99,-5%,-9,111,9,111,-22%
CCOC(=O)N1CCN(C(=O)c2ccc(CS(=O)(=O)c3c(Cl)cccc3Cl)o2)CC1,.,.,.,6%,.,.,.,.,-22%
C=C(C)C1CC=C(C)/C(=N/NC(=O)c2ccc(NC(=O)c3cccc(C)c3)cc2)C1 (configuration not stated),.,.,.,1%,4,154,-4,154,9%
O=C(COC(=O)C1CC2C=CC1C2)Nc1ccc2c(c1)OC(F)(F)O2 (configuration not stated),-3,96,100,.,-21,142,21,142,.
CCOC(=O)c1ccc(NC(=O)NC2CC3CCC(C2)N3Cc2nnnn2Cc2ccco2)cc1 (configuration not stated),-6,86,92,0%,-17,157,17,157,-29%
Cc1c(C(=O)N2CCOCC2)[nH]c2ccc(OCc3ccccc3)cc12,6,88,83,2%,-11,75,11,75,-99%
Cn1c(=O)c(=O)n(C)c2cc(S(=O)(=O)N3CCN(C4CCCCC4)CC3)ccc21,0,88,88,11%,13,169,-13,169,-33%
CCc1nnc(NC(=O)Cn2c(=O)oc3ccccc32)s1,1,90,89,16%,11,120,-11,120,-6%
Cc1ccc(OCCn2cc(Br)c(=O)[nH]c2=O)cc1,-1,93,94,-5%,15,143,-15,143,-7%
CCOC(=O)Cn1nnc2c(sc3nc4c(c(-c5ccccc5)c32)CCC4)c1=O,.,.,.,-3%,-7,161,7,161,-9%
COC(=O)C1=C(C)N(Cc2ccc(C)cc2)C(=O)/C1=C\c1ccc(O)c(OC)c1,.,.,.,-12%,-3,127,3,127,-6%
CCCCNC(=O)Nc1cc(C(=O)OC)ccc1Cl,3,81,78,2%,7,168,-7,168,14%
COC(=O)/C(=C\Nc1ccc(Cl)c2ccccc12)c1ncc(C(F)(F)F)cc1Cl,-22,33,55,-6%,1,82,-1,82,-17%

# Full records from above. Values in the order: MRP reversal	MRP reversal cytotoxicity	MRP reversal with doxorubicin	Bcl-B TR3 displacers	NFkB transloc inh	NFkB transloc inh cell count 2 µM	IL1B NFkB pot	IL1B NFkB pot cell count 2 µM	PLAP inhibition
# Results for `NS(=O)(=O)c1ccc(CNC(=O)C2CCCCC2)cc1` → 0	110	110	0%	10	121	-10	121	0%
# Results for `O=C(NCc1ccccn1)c1ccc(N2CCCC2=O)cc1` → -8	96	104	12%	2	112	-2	112	-17%
# Results for `CCOC(=O)c1ccc(C(=O)OCC)nc1` → 5	97	92	-3%	-3	105	3	105	-11%

# The list continues.
SMILES,MRP reversal,MRP reversal cytotoxicity,MRP reversal with doxorubicin,Bcl-B TR3 displacers,NFkB transloc inh,NFkB transloc inh cell count 2 µM,IL1B NFkB pot,IL1B NFkB pot cell count 2 µM,PLAP inhibition
O=C(NCCSc1ccccc1)c1ccco1,-1,105,106,1%,13,78,-13,78,0%
Oc1ccccc1-c1nc(NCc2ccco2)c2ccccc2n1,-26,36,62,6%,8,144,-8,144,-12%
CCN(CC(=O)Nc1ccccc1C(=O)OC)S(=O)(=O)c1ccc(OC)cc1,10,100,90,-6%,2,203,-2,203,6%
Cc1cc(C)n(/N=C\c2c(O)ccc3ccccc23)c(=O)c1C(N)=O,11,96,84,-1%,-16,208,16,208,-18%
COc1ccc(N(CC(=O)NCc2ccc3c(c2)OCO3)S(=O)(=O)c2c(C)nn(C)c2C)cc1,15,92,77,10%,-5,138,5,138,-48%
CCCOc1ccc(C(=O)Nc2ccc(C)cc2[N+](=O)[O-])cc1,.,.,.,7%,-1,146,1,146,5%
CCn1nc(CC(=O)Nc2nnc(CC(=O)N3CCOCC3)s2)c2ccccc2c1=O,-4,85,89,-20%,3,150,-3,150,-3%
Cc1nc2c(sc3nc4c(cc32)COC(C)(C)C4)c(=O)o1,.,.,.,-5%,-14,132,14,132,-49%
CCC(C)(C)NC(=O)C(c1ccc(C)o1)N(C(=O)c1csnn1)c1cccc(F)c1 (configuration not stated),15,92,77,.,8,132,-8,132,.
O=C(c1cncc(Br)c1)N1CCc2ccccc2C1,-21,65,86,16%,-8,112,8,112,-12%
O=C(CN1CCC(n2nnc3cc(C(F)(F)F)ccc32)CC1)Nc1ccc2c(c1)CCC2,.,.,.,-7%,8,147,-8,147,-4%
CCN(CC)S(=O)(=O)c1cccc(-c2nnc(SCC(=O)NC)n2CCc2ccccc2)c1,-7,69,76,5%,.,.,.,.,-65%
COc1cc(OC)cc(C(=O)Nc2ccc(-n3cnnn3)c(C)c2)c1,-10,75,85,1%,8,183,-8,183,22%
Cc1nc2c(o1)CCc1ccccc1C2N1CCN(C)CC1 (configuration not stated),4,83,79,-3%,-15,131,15,131,-63%
CC(NC(=O)c1cccc(F)c1)C(c1cccs1)N1CCN(C)CC1 (configuration not stated),-15,84,99,-8%,-4,126,4,126,-7%

# Reprinted at random: four entries already listed
SMILES,MRP reversal,MRP reversal cytotoxicity,MRP reversal with doxorubicin,Bcl-B TR3 displacers,NFkB transloc inh,NFkB transloc inh cell count 2 µM,IL1B NFkB pot,IL1B NFkB pot cell count 2 µM,PLAP inhibition
CCCOc1ccc(C(=O)Nc2ccc(C)cc2[N+](=O)[O-])cc1,.,.,.,7%,-1,146,1,146,5%
O=C(NCCSc1ccccc1)c1ccco1,-1,105,106,1%,13,78,-13,78,0%
Cc1nc2c(sc3nc4c(cc32)COC(C)(C)C4)c(=O)o1,.,.,.,-5%,-14,132,14,132,-49%
CCC(C)(C)NC(=O)C(c1ccc(C)o1)N(C(=O)c1csnn1)c1cccc(F)c1 (configuration not stated),15,92,77,.,8,132,-8,132,.

# Other entries
SMILES,MRP reversal,MRP reversal cytotoxicity,MRP reversal with doxorubicin,Bcl-B TR3 displacers,NFkB transloc inh,NFkB transloc inh cell count 2 µM,IL1B NFkB pot,IL1B NFkB pot cell count 2 µM,PLAP inhibition
O=S(=O)(c1ccc(Cl)c(Cl)c1)c1snnc1-c1ccccc1,1,0,-1,-2%,-9,123,9,123,46%
O=C(CSc1nnc(Cc2ccccc2)o1)NC1CCCCC1,-3,99,102,2%,-1,146,1,146,-12%
COc1ccc(OC)c2[nH]c(=O)c(CCNS(=O)(=O)c3ccc(Cl)cc3)cc12,-23,55,77,0%,-27,81,27,81,-37%
CCC(C)(C)NC(=O)Cc1ccccc1OC,1,95,94,11%,-4,125,4,125,-7%
CCCNC(=O)c1c(N)n(-c2cc(OC)cc(OC)c2)c2nc3ccccc3nc12,-2,51,53,-30%,.,.,.,.,-94%
COCC(=O)N(Cc1cc2ccc(C)cc2[nH]c1=O)c1ccc(OC)cc1,-5,86,91,6%,5,101,-5,101,0%
Cc1cc(C)n2nc[n+](C)c2n1,-9,90,99,-10%,-3,144,3,144,13%
CCn1c(CCNC(=O)c2cccs2)nnc1SCC(=O)NC1CCCCC1,8,89,81,-5%,5,113,-5,113,18%
CCc1cc(C(=O)COc2ccccc2F)c(O)cc1O,7,81,74,0%,-1,158,1,158,10%
COc1ccc(OC(=O)c2cn(C)nc2C(F)(F)F)cc1,8,96,88,14%,4,156,4,51,-19%
Cc1noc(C)c1CS(=O)(=O)c1ccc(Br)cc1,.,.,.,-4%,-3,182,3,182,-12%
Cc1ccc(SCC2(O)CCN(S(=O)(=O)c3ccc(Cl)cc3)CC2)cc1,.,.,.,.,-11,122,11,122,.
CC1(C)CC(N2CCN(c3ccccc3)CC2)=CC(=[N+]2CCCC2)C1,18,92,74,10%,8,128,-8,128,8%
CS(=O)(=O)Cc1nc2ccccc2oc1=O,-20,22,42,5%,-8,198,8,198,-39%
Cc1ccc(CN2CCS(=O)(=O)CC2)cc1,.,.,.,4%,-1,183,1,183,5%
CN(Cc1ccccc1)C(=O)c1ccccc1NC(=O)c1ccco1,9,92,83,.,-42,11,42*,11*,.
O=C(O)C12CC3CC(C1)CC(n1cnc(Cl)n1)(C3)C2,0,91,91,0%,5,196,-5,196,8%
